BioA inh: blocks M. tuberculosis BioA enzyme activity | purified M. tuberculosis BioA enzyme, plate reader | inhibition, % at 9.99 µM | 0.096% of 360,000 active | AID 602481; in the data active = inhibition above about 40%
UGM FP inh: inhibitors of M. tuberculosis UDP-galactopyranose mutase. purified UGM, fluorescence polarization probe displacement. inhibition, % at 10 µM. P9WIQ1. AID 504406. 0.06% of 320,000 active; in the data active = inhibition above about 10%, passing the limit was not always enough
Rv3671c protease: inhibits the M. tuberculosis serine protease Rv3671c; P9WHR9; AID 2606; inhibition, % at 5.96 µM; 0.048% of 320,000 active; in the data active = inhibition above about 38%;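 also: extracellular domain of Rv3671c used as enzyme; 0% = enzyme with DMSO and 100% = no enzyme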
Target sequence (P9WHR9 whole entry, looked up, the tested form may be a part): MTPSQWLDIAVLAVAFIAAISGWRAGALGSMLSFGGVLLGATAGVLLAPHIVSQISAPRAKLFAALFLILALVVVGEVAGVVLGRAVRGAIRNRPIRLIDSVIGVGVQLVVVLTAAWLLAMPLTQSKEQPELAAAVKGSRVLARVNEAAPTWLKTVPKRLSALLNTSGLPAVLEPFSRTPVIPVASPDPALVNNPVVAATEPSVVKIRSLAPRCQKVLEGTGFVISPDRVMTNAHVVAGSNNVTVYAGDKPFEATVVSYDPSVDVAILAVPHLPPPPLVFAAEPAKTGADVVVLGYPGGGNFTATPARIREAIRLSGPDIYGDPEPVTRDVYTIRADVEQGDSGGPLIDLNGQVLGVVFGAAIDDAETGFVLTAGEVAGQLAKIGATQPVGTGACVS
GDH-TPI counter: GDH-TPI coupled enzyme inhibition counter-screen. GDH-TPI coupled enzyme counterscreen, NADH absorbance. inhibition, % at 4.8 µM. 1.2% of 360,000 active. AID 588335; in the data active = inhibition above about 30%;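 also: 0% = DMSO wells and 100% = wells lacking the enzyme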
MazEF act: increases E. coli MazEF RNase cleavage of RNA. P0AE70. FAM/BHQ RNA-DNA oligo cleavage fluorescence, 5 h. activation, % at 20 µM. 0.32% of 350,000 active. AID 504720; in the data active = activation above about 50%
Target sequence (P0AE70 whole entry, looked up): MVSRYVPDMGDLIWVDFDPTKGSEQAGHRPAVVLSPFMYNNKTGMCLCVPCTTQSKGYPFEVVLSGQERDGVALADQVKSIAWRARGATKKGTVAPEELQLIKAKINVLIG
PriA SSB inh: inhibitors of Klebsiella pneumoniae PriA binding to SSB C-terminal tail; AlphaScreen SSBct-PriA binding, biotinylated peptide; inhibition, % at 33 µM; 0.6% of 430,000 active; AID 1272365; in the data active = inhibition mostly above about 37%, no sharp cut-off; inactive = mostly below about 20%;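 also: plate controls were negative control peptide for no effect and reference peptide for full effect; strong numbers were not always called active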
VHR inh abs: blocks human VHR1 dual specificity phosphatase. P51452. 0.52% of 290,000 active. AID 1654. inhibition, % at 13.3 µM. recombinant VHR phosphatase, pNPP absorbance; in the data active = inhibition above about 50%; also: some compounds called inactive have numbers as strong as hits
Target sequence (P51452 whole entry, looked up): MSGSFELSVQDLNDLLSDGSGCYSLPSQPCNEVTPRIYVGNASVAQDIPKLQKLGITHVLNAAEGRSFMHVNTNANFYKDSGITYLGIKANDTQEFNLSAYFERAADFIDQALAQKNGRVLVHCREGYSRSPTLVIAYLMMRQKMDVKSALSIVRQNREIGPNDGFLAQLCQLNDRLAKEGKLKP
SARS 3CLpro inh: SARS-CoV 3CLpro protease inhibition; P0C6X7; recombinant SARS-CoV 3CLpro, quenched FRET peptide cleavage; inhibition, % at 6 µM; 0.14% of 290,000 active; AID 1706; in the data active = inhibition above about 12%
FBA Mtb inh: Mtb fructose-bisphosphate aldolase inhibition. 2.3% of 360,000 active. P9WQA3. inhibition, % at 1 µM. purified M. tuberculosis FBA, fluorescence read-out; in the data active = inhibition above about 27%;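 also: 0% = vehicle and 100% = reference inhibitor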
Target sequence (P9WQA3 whole entry, looked up): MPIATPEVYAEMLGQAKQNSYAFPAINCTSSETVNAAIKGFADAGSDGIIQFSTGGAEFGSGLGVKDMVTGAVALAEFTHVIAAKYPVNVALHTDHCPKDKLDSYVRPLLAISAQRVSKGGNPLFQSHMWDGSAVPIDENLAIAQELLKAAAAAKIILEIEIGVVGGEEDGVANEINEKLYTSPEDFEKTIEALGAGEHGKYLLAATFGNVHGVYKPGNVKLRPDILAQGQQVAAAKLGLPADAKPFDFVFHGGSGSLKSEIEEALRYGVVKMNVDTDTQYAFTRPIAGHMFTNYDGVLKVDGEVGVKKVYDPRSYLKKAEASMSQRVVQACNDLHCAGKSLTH
BH1578 lux ind: inducers of Vibrio cholerae quorum light production without autoinducers. V. cholerae BH1578 lux reporter, luminescence, 6 h. activation, % at 18.7 µM. 0.16% of 350,000 active. AID 588436; in the data active = activation mostly above about 9.7%, no sharp cut-off; also: not every result past the cut was called active; inactives centre near 0; reference of the scale not given here
The depositor's hits bear a star.

Screening S=C(NCc1ccc(Cl)cc1)NC1CCCCC1 returned UGM FP inh -0.3, Rv3671c protease -4, GDH-TPI counter -2, MazEF act 4, PriA SSB inh -4, VHR inh abs -10, SARS 3CLpro inh 2, FBA Mtb inh -7 and BH1578 lux ind 1.2.
Screening CN(C)c1nc(-c2ccccc2)nnc1C(F)(F)F returned BioA inh -2.1, UGM FP inh -0.2, Rv3671c protease 6, GDH-TPI counter 14, MazEF act 4, PriA SSB inh -10, VHR inh abs 17, SARS 3CLpro inh 0, FBA Mtb inh 0 and BH1578 lux ind inactive.
For CC(CCC(=O)Nc1nncs1)C(=O)O (centres undefined) the results were BioA inh -1.0, UGM FP inh 0.9, Rv3671c protease 0, GDH-TPI counter 1, MazEF act -2, PriA SSB inh -8, VHR inh abs -6, SARS 3CLpro inh 2, FBA Mtb inh 0 and BH1578 lux ind -0.4.
Screening Cc1ccc(N2C(=O)/C(=C/N3CCN(C(=O)c4ccco4)CC3)C(=O)NC2=S)cc1C returned BioA inh -1.6, UGM FP inh -0.5, Rv3671c protease -3, GDH-TPI counter 13, MazEF act 16, PriA SSB inh 1, VHR inh abs 27, SARS 3CLpro inh -4, FBA Mtb inh -3 and BH1578 lux ind -0.6.
For Cc1nn(CC#N)c(=O)n1-c1ccc(C(C)C)cc1 the results were BioA inh -1.0, UGM FP inh -0.4, Rv3671c protease 2, GDH-TPI counter 5, MazEF act 1, PriA SSB inh -3, VHR inh abs 9, SARS 3CLpro inh -1, FBA Mtb inh 0 and BH1578 lux ind 0.3.
CCCC(=O)NCCCc1nc2ccccc2n1CC was read as BioA inh -0.6, UGM FP inh 2.0, Rv3671c protease 6, GDH-TPI counter 9, MazEF act 4, PriA SSB inh -4, VHR inh abs 12, SARS 3CLpro inh 0, FBA Mtb inh 4 and BH1578 lux ind -1.6.
CCN(CC)S(=O)(=O)c1ccc(N2CCCCC2)c(NC(=O)c2ccncc2)c1 was read as BioA inh -0.3, UGM FP inh 0.3, Rv3671c protease 1, GDH-TPI counter -1, MazEF act 6, PriA SSB inh -8, VHR inh abs 22, SARS 3CLpro inh -3, FBA Mtb inh 5 and BH1578 lux ind -0.2.
Screening CCOC(=O)[C@H]1[C@H]2COc3ccc(C)cc3[C@@H]2N2C(=O)[C@@H](CO)NC(=O)[C@@]12C returned BioA inh 1.3, UGM FP inh 0.3, Rv3671c protease 8, GDH-TPI counter 3, MazEF act 6, PriA SSB inh -5, FBA Mtb inh 1 and BH1578 lux ind inactive.
Screening CC(C(=O)N1CCCC1)N1CCN(S(=O)(=O)c2ccc(C(C)(C)C)cc2)CC1 (centres undefined) returned BioA inh -3.0, UGM FP inh 2.5, Rv3671c protease 4, GDH-TPI counter -8, MazEF act 2, PriA SSB inh -10, FBA Mtb inh 6 and BH1578 lux ind 0.5.
`CCOC(=O)N1CCC(NS(=O)(=O)c2ccc(C#N)cc2)CC1` gave BioA inh -2.0, UGM FP inh -1.2, Rv3671c protease -1, GDH-TPI counter -8, MazEF act -11, PriA SSB inh -11, VHR inh abs 1, SARS 3CLpro inh -9, FBA Mtb inh 0 and BH1578 lux ind -0.6.
CC(=O)Nc1cccc(S(C)(=O)=O)c1 was read as BioA inh 0.5, UGM FP inh 0.6, Rv3671c protease 8, GDH-TPI counter 1, MazEF act -13, PriA SSB inh 2, VHR inh abs -8, SARS 3CLpro inh 4, FBA Mtb inh 3 and BH1578 lux ind inactive.
For COC(=O)CC1=C(C(=O)OC)[C@@H](c2ccccc2[N+](=O)[O-])C(C#N)=C(N)O1 the results were BioA inh 1.0, UGM FP inh 0.9, Rv3671c protease 0, GDH-TPI counter 8, MazEF act -1, PriA SSB inh 6, VHR inh abs 12, SARS 3CLpro inh -2, FBA Mtb inh 11 and BH1578 lux ind 0.0.
CC(C)CSc1nc2c(c(=O)[nH]c(=O)n2C)n1CC(O)COc1cccc2ccccc12 (centres undefined) was read as BioA inh -1.6, GDH-TPI counter 15, MazEF act -22, PriA SSB inh -4, VHR inh abs 21, SARS 3CLpro inh -5, FBA Mtb inh 7 and BH1578 lux ind inactive.
Screening CC(C)(C)c1ccccc1OCCN1CCCC1 returned BioA inh 0.0, UGM FP inh -0.3, Rv3671c protease 1, GDH-TPI counter -5, MazEF act -6, PriA SSB inh 9, VHR inh abs -1, SARS 3CLpro inh 0, FBA Mtb inh -2 and BH1578 lux ind inactive.
O=C(CSc1nc2ccc(S(=O)(=O)N3CCOCC3)cc2[nH]1)N1CCOCC1 was read as BioA inh 0.3, UGM FP inh 4.1, Rv3671c protease -4, GDH-TPI counter 0, MazEF act -5, PriA SSB inh -11, VHR inh abs 28, SARS 3CLpro inh -5, FBA Mtb inh 4 and BH1578 lux ind inactive.

The closing two compounds of the part before open the next one:
Screening CC(C)(C)c1ccccc1OCCN1CCCC1 returned BioA inh 0.0, UGM FP inh -0.3, Rv3671c protease 1, GDH-TPI counter -5, MazEF act -6, PriA SSB inh 9, VHR inh abs -1, SARS 3CLpro inh 0, FBA Mtb inh -2 and BH1578 lux ind inactive.
O=C(CSc1nc2ccc(S(=O)(=O)N3CCOCC3)cc2[nH]1)N1CCOCC1 was read as BioA inh 0.3, UGM FP inh 4.1, Rv3671c protease -4, GDH-TPI counter 0, MazEF act -5, PriA SSB inh -11, VHR inh abs 28, SARS 3CLpro inh -5, FBA Mtb inh 4 and BH1578 lux ind inactive.
CC(C)CN(C(=O)CCC(=O)OCC(=O)NCCc1ccccc1)c1c(N)n(CC(C)C)c(=O)[nH]c1=O was read as BioA inh 0.4, UGM FP inh -0.9, Rv3671c protease -4, GDH-TPI counter 6, MazEF act 8, PriA SSB inh -4, VHR inh abs 9, SARS 3CLpro inh 2, FBA Mtb inh 1 and BH1578 lux ind -0.3.
`Cc1cccc(NC(=O)CN(CC2CCCO2)C(=O)c2oc3ccc(F)cc3c2C)c1C` (centres undefined) gave BioA inh 0.6, UGM FP inh 0.9, Rv3671c protease -5, GDH-TPI counter -12, MazEF act 3, PriA SSB inh -3, FBA Mtb inh 0 and BH1578 lux ind -1.8.
CC(=O)Nc1ccc(NC(=O)COc2cc(O)c3c(c2)OC(C)(C)CC3=O)cc1 was read as BioA inh 0.5, UGM FP inh 2.1, Rv3671c protease -5, GDH-TPI counter 4, MazEF act 11, PriA SSB inh -9, VHR inh abs 16, SARS 3CLpro inh -5, FBA Mtb inh 3 and BH1578 lux ind -0.5.
Screening COC(=O)C[C@H]1c2cc(C(F)(F)F)ccc2S(=O)(=O)N1Cc1ccccc1OC returned BioA inh -1.3, UGM FP inh 0.2, Rv3671c protease 1, GDH-TPI counter 16, MazEF act 1, PriA SSB inh -20, FBA Mtb inh 3 and BH1578 lux ind -0.8.
Screening COc1ccccc1N(CC(O)COc1ccccc1)S(=O)(=O)c1ccccc1 (centres undefined) returned BioA inh 0.1, UGM FP inh 0.6, Rv3671c protease 5, GDH-TPI counter 3, MazEF act 13, PriA SSB inh -3, VHR inh abs -8, SARS 3CLpro inh -8, FBA Mtb inh 0 and BH1578 lux ind 0.2.
For Cc1cccc(NC(=O)C23CCC(C)(C(=O)O2)C3(C)C)c1 (centres undefined) the results were UGM FP inh 0.0, Rv3671c protease 3, GDH-TPI counter 4, MazEF act 1, PriA SSB inh 0, VHR inh abs 17, SARS 3CLpro inh 6, FBA Mtb inh 3 and BH1578 lux ind -0.2.
COc1ccccc1-c1ccc([C@@H]2C[C@H]3[C@H](CON3C)CN2C(=O)c2ccc(-c3ccccc3)cc2)cc1 was read as BioA inh -0.9, GDH-TPI counter 4, MazEF act -18, FBA Mtb inh 2 and BH1578 lux ind -0.7.
CCOC(=O)C1(Cc2cccc(F)c2)CCN(Cc2cn(CC)nc2C)CC1 was read as UGM FP inh -0.2, Rv3671c protease -6, GDH-TPI counter -9, MazEF act -4, PriA SSB inh -7, VHR inh abs 17, SARS 3CLpro inh 3, FBA Mtb inh 1 and BH1578 lux ind -0.2.
Screening C[C@H]1CN([C@@H](C)CO)C(=O)CCCn2cc(nn2)CO[C@@H]1CN(C)C(=O)Nc1ccc(C(C)(C)C)cc1 returned BioA inh -0.7, GDH-TPI counter 4, MazEF act 9, FBA Mtb inh 2 and BH1578 lux ind -0.5.
For CC(=O)NS(=O)(=O)c1ccc(NC(=O)c2cc(-c3cccs3)nc3ccccc23)cc1 the results were UGM FP inh -1.2, Rv3671c protease -5, GDH-TPI counter 14, MazEF act 2, PriA SSB inh -11, VHR inh abs 16, SARS 3CLpro inh 2, FBA Mtb inh 14 and BH1578 lux ind inactive.
Screening COc1ccc(C(=O)NCC(=O)OCc2c(Cl)cccc2Cl)cc1OC returned BioA inh -1.7, GDH-TPI counter 1, MazEF act 7, PriA SSB inh -9, FBA Mtb inh 4 and BH1578 lux ind 0.7.
`COc1ccc(/C(O)=C2/C(=O)C(=O)N(CCN(C)C)C2c2ccccn2)cc1OC` (centres undefined) gave BioA inh 1.5, UGM FP inh -1.8, Rv3671c protease -10, GDH-TPI counter -11, MazEF act 5, VHR inh abs 16, SARS 3CLpro inh -1, FBA Mtb inh -12 and BH1578 lux ind 5.0.
Screening CCOC(=O)c1c(NC(=O)c2nn(CC)cc2Br)sc2c1CCCCC2 returned BioA inh -1.5, UGM FP inh 2.3, Rv3671c protease 0, GDH-TPI counter 16, MazEF act -6, PriA SSB inh -21, VHR inh abs -5, SARS 3CLpro inh -1, FBA Mtb inh 2 and BH1578 lux ind 1.9.
CCOc1ccc(CNC(=O)CCCc2cn(C)c3ccccc23)cc1 was read as BioA inh -2.1, UGM FP inh -2.9, GDH-TPI counter 8, MazEF act 3, PriA SSB inh 1, VHR inh abs -29, SARS 3CLpro inh 1, FBA Mtb inh 6 and BH1578 lux ind -18.
For CCOC(=O)N1CCN(C(=O)c2cc(COc3ccc(Cl)cc3OC)on2)CC1 the results were BioA inh 0.5, UGM FP inh -5.1, Rv3671c protease 2, GDH-TPI counter -4, MazEF act -4, PriA SSB inh 7, VHR inh abs -9, SARS 3CLpro inh 2, FBA Mtb inh -1 and BH1578 lux ind 0.7.
CSc1ccc(/C=C/C(=O)OCC(=O)NCC2CCCO2)cc1 (centres undefined) was read as BioA inh -0.3, Rv3671c protease -3, GDH-TPI counter 30, MazEF act 7, PriA SSB inh -17, FBA Mtb inh 45* and BH1578 lux ind -10.

Structures shown so far that have an aryl methoxy group:
Screening COC(=O)C[C@H]1c2cc(C(F)(F)F)ccc2S(=O)(=O)N1Cc1ccccc1OC returned BioA inh -1.3, UGM FP inh 0.2, Rv3671c protease 1, GDH-TPI counter 16, MazEF act 1, PriA SSB inh -20, FBA Mtb inh 3 and BH1578 lux ind -0.8.
Screening COc1ccccc1N(CC(O)COc1ccccc1)S(=O)(=O)c1ccccc1 (centres undefined) returned BioA inh 0.1, UGM FP inh 0.6, Rv3671c protease 5, GDH-TPI counter 3, MazEF act 13, PriA SSB inh -3, VHR inh abs -8, SARS 3CLpro inh -8, FBA Mtb inh 0 and BH1578 lux ind 0.2.
COc1ccccc1-c1ccc([C@@H]2C[C@H]3[C@H](CON3C)CN2C(=O)c2ccc(-c3ccccc3)cc2)cc1 was read as BioA inh -0.9, GDH-TPI counter 4, MazEF act -18, FBA Mtb inh 2 and BH1578 lux ind -0.7.
Screening COc1ccc(C(=O)NCC(=O)OCc2c(Cl)cccc2Cl)cc1OC returned BioA inh -1.7, GDH-TPI counter 1, MazEF act 7, PriA SSB inh -9, FBA Mtb inh 4 and BH1578 lux ind 0.7.
`COc1ccc(/C(O)=C2/C(=O)C(=O)N(CCN(C)C)C2c2ccccn2)cc1OC` (centres undefined) gave BioA inh 1.5, UGM FP inh -1.8, Rv3671c protease -10, GDH-TPI counter -11, MazEF act 5, VHR inh abs 16, SARS 3CLpro inh -1, FBA Mtb inh -12 and BH1578 lux ind 5.0.
For CCOC(=O)N1CCN(C(=O)c2cc(COc3ccc(Cl)cc3OC)on2)CC1 the results were BioA inh 0.5, UGM FP inh -5.1, Rv3671c protease 2, GDH-TPI counter -4, MazEF act -4, PriA SSB inh 7, VHR inh abs -9, SARS 3CLpro inh 2, FBA Mtb inh -1 and BH1578 lux ind 0.7.

Some of the compounds tested; count on the stated rates, not on these rows.
